Screens from PubChem BioAssay.
Growth percent in the NCI-60 one-dose screen (48 h, 10 µM unless noted): 100 = growth as untreated, 0 = no growth, -100 = all killed.
KM12 – KM12 colon cancer cells; 5% of 82,000 active
SW-620 – SW-620 colon cancer. 5.2% of 82,000 active. AID 1794795
SNB-75 – SNB-75 CNS cancer | 5% of 79,000 active | AID 1794750
SNB-19 – SNB-19 CNS cancer cells. 2.5% of 81,000 active. AID 1794751
HCT-15 – HCT-15 colon cancer | 5.2% of 82,000 active
COLO 205 – COLO 205 colon cancer | 7.3% of 79,000 active | AID 1794742
HCC-2998 – HCC-2998 colon cancer; 4.7% of 79,000 active; AID 1794799
HCT-116 – HCT-116 colon cancer | AID 1794798 | 7.3% of 82,000 active
HT29 – HT29 colon cancer; 7.4% of 81,000 active
An asterisk follows results filed as active; [ ] = dose if it differs, or a comment. How the source made its calls: active means growth percent below 10; inactive means the rest.

The opening 6 compounds, to show the layout:
What do the screens show for `Cc1nn(-c2ccccc2)c(Cl)c1/C=C1\N=C(c2ccccc2)N(C(=O)c2ccc(Cl)cc2)NC1=O`?
KM12: 90; SW-620: 97; SNB-19: 88; HCT-15: 65; COLO 205: 114; HCC-2998: 106; HCT-116: 75; HT29: 79

Results for CCOC(=O)n1cc(C2=C(c3cn(C)c4ccccc34)COC2=O)c2ccccc21 ?
KM12: 2.6*; SW-620: 21; SNB-75: 26; SNB-19: 30; HCT-15: 12; COLO 205: -31*; HCC-2998: 17; HCT-116: 11; HT29: 9.6*

What do the screens show for `Cc1ccc(S(=O)(=O)N(C)CCCCCC(=O)O)cc1`?
KM12: 95; SW-620: 109; SNB-75: 94; SNB-19: 108; HCT-15: 98; COLO 205: 107; HCC-2998: 105; HCT-116: 100; HT29: 93

How did COc1ccc(-c2c(-c3cc(OC)c(OC)c(OC)c3)nc3sc(C4CC4)nn23)cc1OC do in these assays?
KM12: 78; SW-620: 66; SNB-75: 18; SNB-19: 59; HCT-15: 31; COLO 205: 46; HCC-2998: 69; HCT-116: 50; HT29: 37

What do the screens show for `O=C(Cn1ccnc1)Nc1cccc2cccnc12`?
KM12: 115; SW-620: 100; SNB-75: 80; SNB-19: 100; HCT-15: 108; COLO 205: 104; HCC-2998: 106; HCT-116: 96; HT29: 108

What do the screens show for `COc1ccccc1NC(=O)N/N=c1\cc(C)c2ccc(O)cc2o1`?
KM12: 104; SW-620: 98; SNB-75: 100; SNB-19: 87; HCT-15: 106; COLO 205: 102; HCC-2998: 90; HCT-116: 94; HT29: 102

The list itself (from the top)
What do the screens show for `Cc1nn(-c2ccccc2)c(Cl)c1/C=C1\N=C(c2ccccc2)N(C(=O)c2ccc(Cl)cc2)NC1=O`?
KM12: 90; SW-620: 97; SNB-19: 88; HCT-15: 65; COLO 205: 114; HCC-2998: 106; HCT-116: 75; HT29: 79

Results for CCOC(=O)n1cc(C2=C(c3cn(C)c4ccccc34)COC2=O)c2ccccc21 ?
KM12: 2.6*; SW-620: 21; SNB-75: 26; SNB-19: 30; HCT-15: 12; COLO 205: -31*; HCC-2998: 17; HCT-116: 11; HT29: 9.6*

What do the screens show for `Cc1ccc(S(=O)(=O)N(C)CCCCCC(=O)O)cc1`?
KM12: 95; SW-620: 109; SNB-75: 94; SNB-19: 108; HCT-15: 98; COLO 205: 107; HCC-2998: 105; HCT-116: 100; HT29: 93

How did COc1ccc(-c2c(-c3cc(OC)c(OC)c(OC)c3)nc3sc(C4CC4)nn23)cc1OC do in these assays?
KM12: 78; SW-620: 66; SNB-75: 18; SNB-19: 59; HCT-15: 31; COLO 205: 46; HCC-2998: 69; HCT-116: 50; HT29: 37

What do the screens show for `O=C(Cn1ccnc1)Nc1cccc2cccnc12`?
KM12: 115; SW-620: 100; SNB-75: 80; SNB-19: 100; HCT-15: 108; COLO 205: 104; HCC-2998: 106; HCT-116: 96; HT29: 108

What do the screens show for `COc1ccccc1NC(=O)N/N=c1\cc(C)c2ccc(O)cc2o1`?
KM12: 104; SW-620: 98; SNB-75: 100; SNB-19: 87; HCT-15: 106; COLO 205: 102; HCC-2998: 90; HCT-116: 94; HT29: 102

How did COc1cc(C(=O)N2N=C(c3ccc(S(C)(=O)=O)cc3)CC2c2ccco2)cc(OC)c1OC (centres undefined) do in these assays?
KM12: 50; SW-620: 42; SNB-75: 47; SNB-19: 76; HCT-15: 39; COLO 205: 70; HCC-2998: 60; HCT-116: 51; HT29: 25

How did Nc1nc2cc(O)ccc2n2cc3c(F)cccc3c12 do in these assays?
KM12: 35; SW-620: 17; SNB-19: 36; HCT-15: 36; COLO 205: 55; HCC-2998: 59; HCT-116: 15; HT29: 21

Results for Cc1ccccc1Cc1nccc2c1[nH]c1ccccc12 ?
KM12: 158; SW-620: 111; SNB-75: 89; SNB-19: 108; HCT-15: 92; COLO 205: 125; HCC-2998: 104; HCT-116: 87; HT29: 101

How did O=S(=O)(O)c1ccc2cc(O)c(O)cc2c1 do in these assays?
KM12: 101; SW-620: 105; SNB-75: 75; SNB-19: 101; HCT-15: 97; COLO 205: 121; HCC-2998: 130; HCT-116: 115; HT29: 114

Results for CCOC(=O)c1c(/N=N/N2CCCC2)[nH]c2cnccc12 ?
KM12: 93; SNB-75: 87; SNB-19: 94; HCT-15: 98; COLO 205: 118; HCC-2998: 96; HCT-116: 97; HT29: 103

How did O=C1c2ccccc2C(=O)N1OCc1ccccc1 do in these assays?
KM12: 105; SW-620: 107; SNB-75: 84; SNB-19: 112; HCT-15: 109; COLO 205: 108; HCT-116: 100; HT29: 103

What do the screens show for `O=C(CCCCCCN1CC(=O)N2[C@@H](C3CC3)c3[nH]c4ccccc4c3C[C@H]2C1=O)NO`?
KM12: 84; SW-620: 61; SNB-75: 59; SNB-19: 68; HCT-15: 93; COLO 205: 98; HCC-2998: 108; HCT-116: 33; HT29: 78

Results for CC12CCC3C4(C)COC(c5cccs5)OC4CCC3(C)C1CC(C1=CCOC1=O)O2 (centres undefined) ?
KM12: 104; SW-620: 105; SNB-75: 93; SNB-19: 95; HCT-15: 101; COLO 205: 114; HCC-2998: 101; HCT-116: 102; HT29: 98

How did CCCCCCCCN(CCCCCCCC)CCCCCCCC do in these assays?
KM12: 114; SNB-75: 108; SNB-19: 104; HCT-15: 99; COLO 205: 102; HCC-2998: 100; HCT-116: 95; HT29: 99

How did N#CCN(CC#N)C1CCCCC1 do in these assays?
KM12: 104; SW-620: 100; SNB-75: 91; SNB-19: 99; HCT-15: 105; COLO 205: 128; HCC-2998: 114; HCT-116: 102; HT29: 105

How did COc1cc(-c2nn(-c3cccc(NC(=O)c4ccccc4)c3)cc2-c2ccncc2)ccc1Cl do in these assays?
KM12: 12; SW-620: 18; SNB-19: 50; HCT-15: 19; COLO 205: 2.2*; HCC-2998: 20; HCT-116: 8.6*; HT29: 2.0*

What do the screens show for `COc1c(F)ccc(C(=O)Nc2ccc3nc(NC(=O)C4CCCN(S(=O)(=O)c5ccc(Cl)cc5)C4)sc3c2)c1F` (centres undefined)?
KM12: 79; SW-620: 97; SNB-19: 83; HCT-15: 73; COLO 205: 78; HCC-2998: 103; HCT-116: 65; HT29: 72

What do the screens show for `c1ccc(Cn2cc(CCc3ccncc3)c3ccccc32)cc1`?
KM12: 100; SW-620: 116; SNB-75: 100; SNB-19: 98; HCT-15: 93; COLO 205: 108; HCC-2998: 107; HCT-116: 91; HT29: 96

What do the screens show for `CCN(CC)CC(O)COc1ccccc1` (centres undefined)?
KM12: 113; SW-620: 109; SNB-75: 116; SNB-19: 104; HCT-15: 116; COLO 205: 112; HCC-2998: 113; HCT-116: 108; HT29: 113

What do the screens show for `O=C1C2=C(Nc3ccccc3N2)OC1c1ccc2c(c1)OCO2` (centres undefined)?
KM12: 106; SW-620: 98; SNB-75: 97; SNB-19: 99; HCT-15: 98; COLO 205: 117; HCC-2998: 103; HCT-116: 90; HT29: 108

What do the screens show for `Cc1cccc(C(=O)N2C(=O)[C@]3(c4ccccc42)[C@@H](c2ccc(F)cc2)[C@H](C(=O)c2ccc(O)cc2)[C@@H]2CCCN23)c1`?
SW-620: 93; SNB-75: 68; SNB-19: 87; HCT-15: 68; COLO 205: 110; HCC-2998: 103; HCT-116: 70; HT29: 82

How did CCCC(C)(C)COC(=O)c1cccc(N)c1 do in these assays?
KM12: 106; SW-620: 104; SNB-75: 94; SNB-19: 106; HCT-15: 113; COLO 205: 110; HCC-2998: 97; HCT-116: 85; HT29: 78

Results for COc1ccc(NC(=O)c2ccc(/C=C/C(=O)c3ncc[nH]3)cc2)cc1 ?
KM12: 27; SW-620: 35; SNB-75: 75; SNB-19: 56; HCT-15: 35; COLO 205: 72; HCC-2998: 84; HCT-116: 71; HT29: 3.6*

Results for CCOc1c(F)ccc2c(NC)nc(SCC)nc12 ?
KM12: 108; SW-620: 105; SNB-75: 96; SNB-19: 100; HCT-15: 100; COLO 205: 123; HCC-2998: 101; HCT-116: 101; HT29: 108

What do the screens show for `COc1ccc(/C=C/C(=O)c2ccc(OC)c(OC)c2)cc1O`?
KM12: 71; SW-620: 17; SNB-75: 86; SNB-19: 82; HCT-15: 57; COLO 205: 104; HCC-2998: 102; HCT-116: 20; HT29: 64

What do the screens show for `O=c1c2ccccc2[nH]c2ccccc12`?
KM12: 97; SW-620: 107; SNB-75: 90; SNB-19: 96; HCT-15: 104; COLO 205: 123; HCC-2998: 93; HCT-116: 100; HT29: 107

What do the screens show for `COCCOCCOCc1cc2c(cc1Br)OCO2`?
KM12: 101; SW-620: 105; SNB-75: 99; SNB-19: 103; HCT-15: 104; COLO 205: 107; HCC-2998: 99; HCT-116: 96; HT29: 95

What do the screens show for `O=C(Nc1ccccc1Cl)OCCN1CCOCC1`?
KM12: 102; SW-620: 104; SNB-75: 111; SNB-19: 103; HCT-15: 102; HCC-2998: 100; HCT-116: 74; HT29: 76

How did COC(=O)/C(CCC(Br)C(C)(C)N1CC=CCC1)=C1\[C@@H](OC(C)=O)C[C@@]2(C)[C@H]1C[C@@H](O)[C@H]1[C@@]3(C)CC[C@H](O)[C@@H](C)[C@@H]3CC[C@@]12C (some centres undefined) do in these assays?
KM12: 100; SW-620: 103; SNB-75: 84; SNB-19: 85; HCT-15: 87; COLO 205: 108; HCC-2998: 103; HCT-116: 80; HT29: 97

Results for CCOC(=O)c1c(C)c2c(n1C)CSCC2=O ?
KM12: 79[100 µM]; SW-620: 97[100 µM]; SNB-75: 55[100 µM]; SNB-19: 46[100 µM]; HCT-15: 93[100 µM]; COLO 205: 78[100 µM]; HCC-2998: 85[100 µM]; HCT-116: 58[100 µM]; HT29: 82[100 µM]

How did COc1ncc(-c2ccc3ncnc(Nc4cccc(Cl)c4)c3c2)cc1N(S(C)(=O)=O)S(C)(=O)=O do in these assays?
KM12: 81; SW-620: 76; SNB-75: 41; SNB-19: 73; HCT-15: 55; COLO 205: 77; HCC-2998: 76; HCT-116: 81; HT29: 53

Results for CCCn1c(=O)c2[nH]c(-c3ccc(OCc4nc5ccc(C)cc5[nH]4)cc3)nc2n(CCC)c1=O ?
KM12: 70; SW-620: 28; SNB-75: -38*; SNB-19: 34; HCT-15: 23; COLO 205: 91; HCC-2998: 62; HCT-116: 15; HT29: 39

How did O=C1NC(c2ccccc2)N=C2C(c3ccc(Cl)cc3)=NOC12 (centres undefined) do in these assays?
KM12: 100; SW-620: 109; SNB-75: 98; SNB-19: 99; HCT-15: 108; COLO 205: 112; HCC-2998: 99; HCT-116: 110; HT29: 97

What do the screens show for `Cc1ccc(C(=O)CCC(=O)O)cc1`?
KM12: 108; SW-620: 107; SNB-75: 102; SNB-19: 105; HCT-15: 104; COLO 205: 112; HCC-2998: 99; HCT-116: 102; HT29: 113

How did CSCCC(NC(=O)OCc1ccccc1)C(=O)O (centres undefined) do in these assays?
KM12: 105; SW-620: 103; SNB-75: 90; SNB-19: 107; HCT-15: 109; COLO 205: 106; HCC-2998: 109; HCT-116: 101; HT29: 105

Results for Cn1c(=O)c2c(ncn2CC[N+](C)(C)C)n(C)c1=O ?
KM12: 105; SW-620: 106; SNB-75: 91; SNB-19: 101; HCT-15: 112; COLO 205: 103; HCC-2998: 102; HCT-116: 100; HT29: 94

How did O=C1c2ccccc2C(=O)c2sc(Nc3cccc(Cl)c3)nc21 do in these assays?
KM12: 25; SW-620: -55*; SNB-75: -85*; SNB-19: 43; HCT-15: -67*; COLO 205: 85; HCC-2998: -34*; HCT-116: -30*; HT29: 76

What do the screens show for `CC[N+](CC)=c1ccc2nc3c(cc(NCc4ccccc4)c4ccccc43)oc-2c1`?
KM12: -89*; SW-620: -82*; SNB-19: -80*; HCT-15: -46*; COLO 205: -89*; HCC-2998: -95*; HCT-116: -36*; HT29: -63*

Results for CCOc1ccc(C(C[N+](=O)[O-])Sc2ccccc2N)cc1 (centres undefined) ?
KM12: -51*; SW-620: -40*; SNB-75: 61; SNB-19: 46; HCT-15: -11*; COLO 205: 10; HCC-2998: -82*; HCT-116: -56*; HT29: -50*
